# KCNQ2 block: KCNQ2 potassium channel inhibitors, primary screen, cell-based, CHO-K1, FluxOR thallium flux, B-score (AID 2156); Potassium voltage-gated channel subfamily KQT member 2 (Rattus norvegicus), O88943; 20 min; stronger effect = lower value; B-score at 10 µM; hit rate 1.1% among 310,000;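 active = fluorescence ratio B-score at most minus 3 library SDs, with starting brightness B-score within 2 library SDs, cut at about -5.5 in these data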
# Target sequence (O88943 whole entry, looked up): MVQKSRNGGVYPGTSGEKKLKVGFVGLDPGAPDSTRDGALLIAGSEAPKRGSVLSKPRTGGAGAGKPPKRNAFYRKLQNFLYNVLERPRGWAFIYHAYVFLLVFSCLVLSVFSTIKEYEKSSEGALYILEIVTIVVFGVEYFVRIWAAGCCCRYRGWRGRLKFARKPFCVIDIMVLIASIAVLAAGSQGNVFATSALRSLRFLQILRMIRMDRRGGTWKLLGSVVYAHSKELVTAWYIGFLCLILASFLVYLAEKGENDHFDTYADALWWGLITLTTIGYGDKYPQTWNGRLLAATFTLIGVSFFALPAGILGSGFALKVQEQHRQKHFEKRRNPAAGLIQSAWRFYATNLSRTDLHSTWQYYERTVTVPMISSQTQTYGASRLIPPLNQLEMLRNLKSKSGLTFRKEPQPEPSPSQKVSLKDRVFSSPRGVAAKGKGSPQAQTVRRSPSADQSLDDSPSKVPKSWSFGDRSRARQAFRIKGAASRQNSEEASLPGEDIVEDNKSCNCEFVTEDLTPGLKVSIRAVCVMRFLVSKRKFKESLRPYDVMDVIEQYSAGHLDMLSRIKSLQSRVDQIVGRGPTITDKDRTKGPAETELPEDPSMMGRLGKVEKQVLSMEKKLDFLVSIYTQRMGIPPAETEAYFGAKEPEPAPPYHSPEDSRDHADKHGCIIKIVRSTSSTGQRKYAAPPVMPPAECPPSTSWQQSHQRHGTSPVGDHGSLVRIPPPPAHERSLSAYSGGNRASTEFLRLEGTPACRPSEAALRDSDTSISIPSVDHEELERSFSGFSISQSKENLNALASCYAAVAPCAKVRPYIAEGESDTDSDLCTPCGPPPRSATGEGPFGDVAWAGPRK
# CHT block: inhibitors of human choline transporter CHT; High affinity choline transporter 1 (Homo sapiens), Q9GZV3; CHT-expressing cells, membrane potential dye, choline response; stronger effect = lower value; B-score at 10 µM; hit rate 0.86% among 310,000;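 active = B-score over 3 SD under the library average, and starting fluorescence ratio not unusually high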;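 also: choline stimulus applied at its EC90 after an EC20 pre-addition; B-score computed on integrated fluorescence ratio after choline addition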
# Kir21 block: inhibitors of mouse Kir2.1 inward-rectifier potassium channel. Inward rectifier potassium channel 2 (Mus musculus), P35561. HEK293-Kir2.1, FluxOR thallium flux fluorescence; stronger effect = lower value. B-score at 10 µM. hit rate 0.85% among 310,000;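 active = fluorescence ratio B-score at or below minus 3 SD of library scores, with starting-brightness B-score within 2 SD, cut at about -4.2 in these data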;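 also: channel flux triggered by added potassium and thallium sulfate stimulus; B-score of peak minus minimum fluorescence over baseline after thallium stimulus; more negative B-score means stronger Kir2.1 block with less thallium influx; some compounds called inactive have numbers as strong as hits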
# Starred values were filed as active, the others as inactive; i = inactive; nt = no result given.
molecule	KCNQ2 block	CHT block	Kir21 block
O=C(NCCc1ccccc1)c1ccccc1[N+](=O)[O-]	i	i	-0.1
CCC(CC)N1CCN(Cc2nc3ccc([N+](=O)[O-])cc3c(=O)n2-c2ccccc2F)CC1	i	i	-1.7
CCC(=O)N(CC)C1=C(O)c2ccccc2C(=O)C1=O	i	i	-4.6*
O=C(NCCCN1CCc2ccccc2C1)C1CCN(c2nnc(-n3cccc3)s2)CC1	i	i	-1.2
O=C1c2ccccc2S(=O)(=O)N1CC(O)COc1ccc(Cl)cc1 (stereo unspecified)	i	i	-0.1
COc1ccc(CCNS(=O)(=O)c2ccc(Cl)s2)cc1OC	i	i	-0.73
CCc1nn(C(C)C(=O)Nc2cccc(C)c2C)c(=O)c2cc3occc3n12 (stereo unspecified)	i	i	0.57
COc1ccc(CCNC(=O)c2nnc(Cc3ccc(Cl)cc3)o2)cc1OC	i	i	-0.02
CN(C)C(=O)CSc1nc(-c2ccccc2)c(-c2ccccc2)o1	i	i	-1.9
Cc1ccc(C)c(N(CC(=O)NCCc2ccccc2)C(=O)CCC(=O)Nc2ccccn2)c1	i	i	0.55
O=S(=O)(c1ccccc1)N(CC1CO1)c1cccc2ccccc12 (stereo unspecified)	i	i	0.07
Cc1nn(C(C)C(=O)NCc2ccco2)c(C)c1[N+](=O)[O-] (stereo unspecified)	i	i	1.9
COc1ccc(-c2nnc(SCC(=O)c3ccc(O)cc3O)o2)cc1	i	i	-0.06
CO/N=C/c1cccn1-c1nccc(N(C)C)c1C#N	i	i	0.83
COc1ccc(OC)c(NC(=O)CCN2CCCCC2)c1	i	i	0.02

# Of the compounds above, 3 contain a Cl atom:
molecule	KCNQ2 block	CHT block	Kir21 block
O=C1c2ccccc2S(=O)(=O)N1CC(O)COc1ccc(Cl)cc1 (stereo unspecified)	i	i	-0.1
COc1ccc(CCNS(=O)(=O)c2ccc(Cl)s2)cc1OC	i	i	-0.73
COc1ccc(CCNC(=O)c2nnc(Cc3ccc(Cl)cc3)o2)cc1OC	i	i	-0.02

# Additional results follow:
molecule	KCNQ2 block	CHT block	Kir21 block
CC(Sc1ccc2c(c1)OCCO2)C(=O)Nc1ncc(Cl)cc1Cl (stereo unspecified)	i	i	-1.1
CC(C)(C)c1ccc(OCCCC(=O)NC2=NCCS2)cc1	i	i	1.7
c1ccc(C2CC3CC(c4ccccc4)N2O3)cc1 (stereo unspecified)	i	i	-1.6
O=C(CN1CCN(CCN2C(=O)c3cccc4cccc(c34)C2=O)CC1)c1ccc(F)cc1	i	i	-1.1
CN(Cc1ccn[nH]1)C(=O)C1CCC(=O)N(Cc2cccc(C(F)(F)F)c2)C1 (stereo unspecified)	i	i	-0.05
Cc1c(N(CC(=O)O)S(=O)(=O)c2ccccc2)c(=O)n(-c2ccccc2)n1C	i	i	0.91
CN1CCN(c2ccc(CNS(=O)(=O)c3ccsc3)cc2)CC1	i	i	-1.3
O=C(Nn1c(C2CCCCC2)nc2ccccc2c1=O)c1ccc([N+](=O)[O-])cc1	i	i	0.11
CC1CCCC(C)N1/N=C/c1ccccc1C(=O)O (stereo unspecified)	i	i	-0.55
CSc1ccc(CN(C)CC(=O)Nc2cccc(Br)c2)cc1	i	i	-3.1
Cc1ccccc1NC(=O)c1cccc(N2C(=O)C3C4CCC(C4)C3C2=O)c1 (stereo unspecified)	i	i	-0.03
Cc1ccc(OCCNC(=O)C2CCCCC2)cc1	i	i	0.92
O=C1COc2ccc(S(=O)(=O)NCc3ccc(Cl)cc3)cc2N1	i	i	-0.06
CCOc1ccccc1C1C(C#N)=C(N)Nc2onc(-c3ccccc3)c21 (stereo unspecified)	i	i	2
COc1ccc(S(=O)(=O)N2CCC(C(=O)NCCC(=O)Nc3cccc(OC)c3)CC2)cc1	i	i	1.1
O=C(Nc1cccc(-c2ccc3nncn3n2)c1)c1ccco1	i	i	-1.2
O=C(CSc1nnc(-c2ccccc2)n1Cc1ccccc1)N1CCCC1	i	i	0.19
Cc1ccccc1C(=O)Nc1c(C(=O)N2CCN(C)CC2)cnn1-c1ccccc1	i	i	0.74
CC1CCN(CCC(=O)N/N=C/c2ccc([N+](=O)[O-])cc2)CC1	i	i	1
CCC(=O)Nc1cccc(NC(=O)c2ccc(C)cc2Cl)c1	i	i	0.16
COc1ccc(CSc2nnc(C)s2)cc1F	i	i	-0.98
O=C1c2cc(S(=O)(=O)NCCO)ccc2-c2ccc(S(=O)(=O)NCCO)cc21	i	i	1.3
Cc1ccc(S(=O)(=O)Cn2nnnc2C(C(C)C)N2CCN(Cc3ccco3)CC2)cc1 (stereo unspecified)	i	i	0.25
CC(C)Cc1nnc(NC(=O)CCC(=O)N2CCN(c3ccccn3)CC2)s1	i	i	0
COC(=O)COc1ccc(S(=O)(=O)Nc2ccc(C(N)=O)cc2)cc1	i	i	2.2
O=C(O)C(C/C(=N/O)c1ccc(Br)cc1)P(=O)(c1ccccc1)c1ccccc1 (stereo unspecified)	i	i	1.3
CC12C=CC3(O1)C(C(=O)N(c1ccccc1)C3C(=O)NC1CCCC1)C2C(N)=O (stereo unspecified)	i	i	-0.06
CC1=C(Sc2ccccn2)C(=O)NC(C)(C)C1	i	i	0.78
Cc1ccc(C(=O)COC(=O)CCN2C(=O)C3C4CCC(C4)C3C2=O)cc1[N+](=O)[O-] (stereo unspecified)	i	i	-0.36
O=CNCC(=O)NC1CCCCCC1	i	i	3.3
COc1ccc(C2=Nn3c(nnc3-c3cc(C)[nH]n3)SC2)cc1	i	i	0.03
Cc1cccc(NS(=O)(=O)c2ccc(C3CCCCC3)cc2)c1	i	i	0.01
Cc1c(C(=O)N2CCCCC2)c(S(=O)(=O)NCCc2ccccc2)c(C)n1C	i	i	-0.93
CC1CCCCC1NC(=O)/C(C#N)=C/c1ccc(F)c(F)c1 (stereo unspecified)	i	i	0.32
COc1ccc(N(CC(=O)NC2CCCCCC2)S(=O)(=O)c2ccccc2)cc1Cl	i	i	-0.51
O=C(NNC(=S)Nc1ccccc1)c1cccs1	i	i	0.8
Fc1cccc(NC(=S)N2CCCCC2)c1	i	i	0
CCSc1nc2ccccc2n1CC(=O)N1CCCCC1	i	i	-0.27
COc1ccc(NC(=O)CCN2CCN(Cc3ccccc3)CC2)c(OC)c1	i	i	-2.3
CCN(CC)S(=O)(=O)c1ccc(Cl)c(C(=O)NC2CCCC2)c1	i	i	0.59
COc1ccc(-c2nc3c(-c4ccc(F)cc4)cnn3cc2C)cc1F	i	i	1.2
O=C(C1CCN(Cc2ccc(OCc3ccccc3)cc2)CC1)N1CCCC1	i	i	0.08
COC(=O)c1ccc(N(C(=O)c2ccco2)C(C(=O)NC2CCCC2)c2ccco2)cc1 (stereo unspecified)	i	i	-0.15
COc1ccccc1NC(=O)Cn1cnc2c(cnn2-c2ccc(C)c(C)c2)c1=O	i	i	0.39
O=C(Nc1ccc(Cl)cc1)c1ccc(CN2CCc3ccccc3C2)cc1	i	i	0.13

# Three structures from above, arranged by number of heavy atoms, ascending:
molecule	KCNQ2 block	CHT block	Kir21 block
O=C(NNC(=S)Nc1ccccc1)c1cccs1	i	i	0.8
Cc1cccc(NS(=O)(=O)c2ccc(C3CCCCC3)cc2)c1	i	i	0.01
COC(=O)c1ccc(N(C(=O)c2ccco2)C(C(=O)NC2CCCC2)c2ccco2)cc1 (stereo unspecified)	i	i	-0.15

# Next part
molecule	KCNQ2 block	CHT block	Kir21 block
COc1ccc(-n2nc([N+](=O)[O-])c(=NCCc3ccc(C)cc3)n2O)cc1	i	i	-0.18
O=C(/C=C\c1cn(-c2ccccc2)nc1-c1cccs1)N1CCOCC1	i	i	1.2
Cn1cc(SCC(=O)N2CCN(c3ccccc3)CC2)c2ccccc21	i	i	-2.7
CNC(=O)[C@@]1(Cc2ccccc2)C=C[C@@H](C)N1C(=O)OC	i	i	-1.9
COc1ccc2c(c1)nc(NCCO)n2C	i	i	-0.01
COc1cc(-c2nc3ccccn3c2/N=C/c2ccccc2)ccc1O	i	i	-2.6
CN(Cc1ccccc1)C(=O)COc1cccnc1[N+](=O)[O-]	i	i	-0.57
CCN(CC)S(=O)(=O)c1cc(C(=O)OCC(=O)Nc2cccc(S(=O)(=O)N(C)C)c2)ccc1F	i	i	0.64
Cc1cccc(NS(=O)(=O)c2cccc(C(=O)NCCCN3CCOCC3)c2)c1	i	i	-0.8
CCc1ccc(C2CC(c3ccccc3C)n3nc(N)nc3N2)cc1 (stereo unspecified)	i	i	0.53
CCCCNC(=O)OC1CCS(=O)(=O)C1 (stereo unspecified)	i	i	0.29
COC(=O)CCN(C1CCCCC1)S(=O)(=O)c1ccc(S(=O)(=O)N2CCCCC2)cc1	i	i	0.81
COc1cccc(CC(C(=O)Nc2cc(C)ccc2C)c2nn[nH]n2)c1OC (stereo unspecified)	i	i	-0.62
Cc1noc(C)c1NC(=O)N1CCN(Cc2ccccc2)CC1	i	i	0.16
CN(Cc1nc(-c2cccs2)no1)CC(O)c1ccccc1 (stereo unspecified)	i	i	0.05

# Going on with the list:
# Every second line gives: KCNQ2 block | CHT block | Kir21 block
> O=C1c2ccccc2C(=O)N1CCCCn1c(=O)oc2ccccc21
 : i | i | -0.35
> CCn1c(SCCOc2ccc(OC)cc2)nnc1C(CO)NC(=O)c1ccc(OC)cc1 (stereo unspecified)
 : i | i | 1.4
> Cc1ccc(N(C(=O)c2nsc(Cl)c2Cl)C(C(=O)NC2CCCC2)c2ccc(O)cc2)cc1C (stereo unspecified)
 : i | i | 0.15
> O=c1ccc2c(-c3ccccc3)c3ccc(O)cc3oc-2c1
 : i | i | -16
> O=S(=O)(c1ccc(Cl)cc1)N1CCC(N2CCOCC2)CC1
 : i | i | 0.04
> CC(NC(=O)c1ccc(NC(=O)CC2SC(N3CCCC3)=NC2=O)cc1)c1ccc(S(N)(=O)=O)cc1 (stereo unspecified)
 : i | i | -0.79
> Cc1nc2ccccc2n2c(O)c(CC(=O)O)cc12
 : i | i | -15
> CC(C)OC(=O)Nc1ccc(Oc2c(F)c(F)c(F)c(F)c2F)cc1
 : i | i | 0.32
> Cc1ccc(NC(=O)C(C)OC(=O)c2ccc(NC(=O)CC#N)cc2)cc1S(=O)(=O)N1CCOCC1 (stereo unspecified)
 : i | i | 2.4
> Cc1noc(C)c1CSc1nnc2cc(C)c3ccccc3n12
 : i | i | -1
> Cc1ccccc1C(=O)NC1CCN(CC(=O)NCc2ccccc2)CC1
 : i | i | 1.3
> Cc1ccc(NC(=O)Cc2nnc(SCC(=O)c3ccc(Br)cc3)n2C)cc1
 : i | i | -0.08
> NC1=NC(=O)C(Cc2cccc(Cl)c2Cl)S1 (stereo unspecified)
 : i | i | 0.44
> COc1cccc(C(=O)NC2=NCCS2)c1
 : i | i | -0.33
> O=C(Nc1c(Cl)cccc1Cl)c1cc(-c2ccco2)on1
 : i | i | 1.2
> Cc1ccc(S(=O)(=O)Cc2ccc(C(=O)N3CCCC3)o2)cc1
 : i | i | -1.3
> CCOC(=O)c1ccc(CNC(=O)c2n[nH]c(=O)c3ccccc23)o1
 : i | i | 0.03
> O=C(CO/N=C/c1ccccc1O)NNC(=O)c1ccccc1Cl
 : i | i | 1.1
> Cc1ccc(S(=O)(=O)Nc2nccs2)cc1[N+](=O)[O-]
 : i | i | 1.2
> CSc1ccc(NC(=O)Nc2cccn(Cc3ccccc3F)c2=O)cc1
 : i | i | 0.11
> CC(NC(=O)CCCCCCN1C(=O)c2ccccc2C1=O)c1ccc2c(c1)CCCC2 (stereo unspecified)
 : i | i | 0.43
> O=c1[nH]c(C2CCN(S(=O)(=O)c3ccc(C(F)(F)F)cc3)CC2)nc2c1nnn2Cc1ccccc1
 : i | i | -1.1
> CCCc1nc(N2CCCC2)c(C#N)c2c1CCCC2
 : i | i | 0.14
> CCOC(=O)C1CCCN(C(=O)c2c(-c3ccccc3Cl)noc2C)C1 (stereo unspecified)
 : i | i | -0.9
> COc1ccc(N2C(=O)c3ccccc3NC2c2cccnc2)cc1 (stereo unspecified)
 : i | i | -1.9
> O=C(CSc1nc(=O)n2cc(Cl)ccc2n1)Nc1cccc2ccccc12
 : i | nt | -0.56
> Cc1nc2ccccc2c(=O)n1NC(=O)Cc1ccc([N+](=O)[O-])cc1
 : i | i | -1.6
> O=C(N/N=C\c1cc(Br)ccc1O)c1ccc(S(=O)(=O)N2CCCCC2)cc1
 : i | i | -0.6
> CN(CC(=O)Nc1ccc(F)cc1)C(=O)CSc1nncs1
 : i | i | 0.84
> N/C(=N\OC(=O)c1ccc(OCC(F)(F)F)nc1)c1ccc(Cl)cc1
 : i | i | -0.03
> O=C(COC(=O)CSc1ccc(F)cc1)NNC(=O)c1ccc([N+](=O)[O-])cc1
 : i | i | 0.44
> CCOc1ccc(NC(=O)NC(=O)N(C)S(=O)(=O)c2ccc(C)cc2)cc1
 : i | i | 1.3
> O=c1oc2ccccc2c(O)c1CN1CCCCC1
 : i | i | -1
> Nc1nc(C23CC4CC(CC(Cl)(C4)C2)C3)cs1
 : i | i | -0.1
> Cn1c(C(=O)NCC2CCCO2)cc2c(=O)n(C)c3ccccc3c21 (stereo unspecified)
 : i | i | -0.03
> Fc1cccc(-c2cc3nc4c(c(NCc5ccco5)n3n2)CCCC4)c1
 : i | i | 0.4
> CCNC(=S)N(Cc1ccco1)Cc1cc2cc(OCC)ccc2[nH]c1=O
 : i | i | 1.1
